# GSIS activator: GLuc luminescence reporter in INS-1E cells, primary screen for activators of glucose-dependent secretion of insulin; activation, % at 16.6 µM; INS-1E GLuc reporter insulin secretion, 2-3 h; AID 743287; 370,000 tested, 0.61% active;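 active = lowest replicate activation of at least 40%, so every replicate reaches that level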;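 note: 0% = median of neutral control wells and 100% = median of IBMX positive control wells; some compounds called inactive have numbers as strong as hits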
# PglD inh: PglD (C. jejuni) enzyme inhibition. purified PglD enzyme, DTNB colorimetric CoA detection. inhibition, % at 12.5 µM. 360,000 tested, 0.098% active; in the data active = inhibition above about 16%, passing the limit was not always enough; note: strong numbers were not always called active
# miR122 inh: inhibitors of miR-122 in Huh7 cells | Huh7 miR-122 Renilla luciferase sensor, 48 h; neutral wells = 0, positive control = 100 | activation (reporter increase), % at 12.5 µM | 340,000 tested, 0.3% active;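 active = mean replicate activation score at least 90 and every replicate individually at or above 90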;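 note: higher luciferase means less miR-122 activity so hits act as miR-122 inhibitors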
# CFTR F508del cor: correctors of CFTR F508del function in bronchial epithelial cells; 350,000 tested, 0.36% active; activity (quench increase), % at 7.58 µM; CFBE cells, YFP halide quenching; stimulated with forskolin plus potentiator P3; % fluorescence drop versus neutral controls; AID 720511;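 active = mean added fluorescence quench of at least 8% versus neutral control, with both replicates also reaching 8%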;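 note: cells transiently co-express mutant CFTR-F508del with the halide-sensitive YFP; corrector assay measuring rescue of mutant channel to the surface after 24 h compound exposure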
# C2C12 statin: suppression of simvastatin myotoxicity | C2C12 myotubes + simvastatin, ATP luminescence, 48 h; scaled: DMSO 0, geranylgeraniol control 100 | rescue of ATP level, % at 7.49 µM | 330,000 tested, 0.78% active | AID 602340;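 active = mean ATP rescue above about 67%, or every replicate alone reaching that limit, limit read from the data, passing the limit was not always enough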;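 note: myotubes were challenged with 10 µM simvastatin during compound exposure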
# PGC1a acetyl inh: PGC1a acetylation modulation, inhibitor mode | inhibition, % at 15.6 µM | AID 651687 | U2OS PGC1a acetylation, AlphaScreen anti-acetyl-lysine; with virally co-expressed GCN5 acetyltransferase | 350,000 tested, 0.17% active;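 active = every replicate shows inhibition of at least 40%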;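 note: 0% = neutral control wells and 100% = positive control wells; some results beyond the cut were filed as inactive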
# FN deposit inh: fibronectin deposition inhibition; AH1F fibroblasts, Alexa488-fibronectin deposition fluorescence, overnight; inhibition, % at 12.6 µM; 350,000 tested, 0.086% active;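 active = mean inhibition across replicates of 30% or more, regardless of how many single replicates reach that level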;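 note: positive control wells lacked labelled fibronectin entirely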
#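 material = AH1F fibroblast monolayer depositing Alexa488-labelled fibronectin into matrix | amount = 10000 AH1F cells/well | buffer or medium = DMEM plus 2% serum, read in PBS | incubation = 1 h cell adhesion before compound, then overnight fibronectin incubation | detection = fluorescence at 485 nm excitation, 525 nm emission | evaluation = percent inhibition as loss of matrix-bound fibronectin fluorescence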
# Cneo AK release: causes C. neoformans cell lysis; 360,000 tested, 0.2% active; adenylate kinase release luminescence, 4 h; normalised: neutral wells 0, clomiphene wells 100; lysis activity, % at 15 µM;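 active = mean lysis activity across replicates of at least 80%, whatever share of replicates individually reach that level; inactive = mean lysis activity below 80%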
#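 Test system: log-phase Cryptococcus neoformans yeast cells; Quantity: yeast cell density of 5 × 10^6 cells/mL; Buffer or medium: YPD; Doses: single compound concentration per well; Timing: 4 h at 37 °C static, read 1 h later; Measured by: AK luminescence; Read-out basis: lysis from increased AK signal; Control set: Clomiphene as positive control.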
# * = called active by the depositor; . = no result given; & = joins results of further samples; [ ] = dose if it differs, or a comment.
SMILES,GSIS activator,PglD inh,miR122 inh,CFTR F508del cor,C2C12 statin,PGC1a acetyl inh,FN deposit inh,Cneo AK release
Cc1ccc(S(=O)(=O)N[C@H]2CC[C@H](CCn3cc(C4CCCC4)nn3)O[C@H]2CO)cc1,2,3,-5[16.7 µM],-1.9,-1,-13,0,3
CC(C)NC(=O)Nc1ccc2c(c1)CC(=O)N([C@@H](C)CO)C[C@@H](C)[C@H](CN(C)C(=O)Nc1ccc3c(c1)OCO3)O2,9,6,45[16.7 µM],2.8,10,10,.,85*
COCCn1c(C(F)(F)F)ccc(NC(=O)c2ccccc2)c1=O,14,2,-4,0.3,3,6,4,0
CCCNC(=O)Nc1ccc2c(c1)OC[C@H](C)N(C)C[C@H](C)[C@@H](OC)CN(C)C2=O,21,19,1[16.7 µM],.,-29,.,-5,-5
CCc1ccccc1N(C)C(=O)CCc1nc(-c2ccc(C)cc2)no1,.,-7,5,.,38,-12,.,1
Cc1ccc(NC(=O)COC(=O)CSCC(=O)Nc2cc(C)on2)c(C)c1,-2,1,-4,0.7,27,.,-5,1
COc1ccccc1NC(=O)CSc1nnc(CNC(=O)COc2ccc(Cl)cc2)o1,.,0,-2,.,.,9,3,-3
COCCCNCCOCCOc1ccc(Cl)cc1C(C)(C)C,-17,-1,-5,0.9,-14,-13,2,17
COc1ccc2oc(C(=O)OCC(=O)N3CC(C)CC(C)C3)c(C)c2c1 (stereo not drawn),-16,.,7,-0.2,-5,2,1,.
Cc1cc(C)c2c(N)c(C(=O)NN)sc2n1,16,-4,.,1.7,.,3,0,0
O=C(COC(=O)c1cccnc1Nc1cccc(C(F)(F)F)c1)NC1CCS(=O)(=O)C1 (stereo not drawn),.,-5,-5,.,2,.,-3,2
COc1cc(OC)cc(C(=O)n2cnnc2N)c1,.,.,0,.,15,10,11,-2
COc1ccc(NC(=O)N2CCCCN3[C@H](CO)[C@H](c4ccc(C#Cc5ccccc5)cc4)[C@H]3C2)cc1,.,-2,-5[16.7 µM],-3.4,.,-42,.,7
NS(=O)(=O)c1ccc(CCNC(=O)CCC2COc3ccccc3O2)cc1 (stereo not drawn),.,1,-3,.,-12,9,.,0
Cn1c(=O)[nH]c(=O)c2c1nc(N1CCCCCC1)n2CCOc1ccccc1,16,-192,-6,-0.5,-1,.,.,-1
COCCCNC(=O)Cn1cnc2c(NCc3ccccc3)ncnc21,6,2,-6,3.7,0,2,-8,-1
CCOC(=O)Cc1ccc(Nc2nc(NCc3cccs3)nc3ccsc23)cc1,4,5,16,-1.4,-2,3,-9,-6
CC(C)c1ccc(CN(C)C(=O)c2ccc(S(=O)(=O)NCc3ccco3)cc2)cc1,-13,-4,1,4.7,10,4,-12,-1
Cc1nc(SCc2ccc(C(=O)O)cc2)nc2c1CCCC2,8,.,1,2.2,.,10,-1,.
CNC[C@H]1Oc2ncc(-c3ccccc3C)cc2C(=O)N([C@H](C)CO)C[C@H]1C,-1,3,-1[16.7 µM],-2.0,14,9,.,1
CC(C)N(C(=O)CN1CCN(C(=O)C2COc3ccccc3O2)CC1)C(C)C (stereo not drawn),-1,0,-19,1.0,12,10,1,-1
Cc1ccc(S(=O)(=O)N(C)C[C@@H]2Oc3ccc(NC(=O)Nc4cccc5ccccc45)cc3C(=O)N([C@@H](C)CO)C[C@@H]2C)cc1,-9,.,22[16.7 µM],-3.4,27,-4,.,.
Cc1nn(CC(=O)NCCCN2CCN(Cc3ccccc3)CC2)c(=O)c2cc(-c3ccccc3)nn12,11,1,-5,1.7,8,0,-2,0
CCN(CC)S(=O)(=O)c1ccc(NC(=O)CN(c2cccc(C)c2)S(C)(=O)=O)cc1,.,1,-1,.,16,-17,.,-1
COc1cccc(CNC(=O)N[C@@H](C)C(=O)O)c1,3,.,7,-0.8,4,1,-2,.
O=C(CNC(=O)c1ccc(Br)o1)Nc1ccncc1,-6,-2,.,1.2,.,.,-10,0
CCC(=O)N1[C@@H](CO)[C@@H](c2ccccc2)[C@@H]1CN(CC)C(=O)c1ccccc1,-2,-1,-24[16.7 µM],2.3,10,2,.,-4
Cc1noc(C)c1NC(=O)N[C@@H]1C=C[C@@H](CC(=O)NCCCN(C)C)O[C@H]1CO,6,3,.,-1.0,-2,0,-3,2
COc1ccccc1N1CCN(/N=C/c2cc(OC)c(O)c(OC)c2)CC1,-1,1,-5,.,.,3,9,-13
Cc1nc(NS(=O)(=O)c2ccccc2)sc1NC(=O)Nc1ccccc1,2,.,6,-1.5,0,1,-7,.
CC(=O)N1CCN(S(=O)(=O)c2ccccc2)C1c1ccccc1 (stereo not drawn),.,1,37,.,-1,9,9,-4
O=C(Nc1ccccc1N1CCCC1)c1ccc(F)c(S(=O)(=O)N2CCOCC2)c1,-4,-3,.,-0.1,1,.,-4,-1
C[C@@H]1CN([C@@H](C)CO)C(=O)c2cc(NC(=O)NC3CCCCC3)ccc2O[C@@H](C)CCCCO[C@@H]1CN(C)Cc1ccncc1,-16,0,1[16.7 µM],2.9,-50,14,0,-3
CCCCCCN1C=CC(=C/C=C(\C#N)C(=O)OCC)C=C1,.,3,-18,.,-1,-4,.,0
COc1ccc(CNC(=O)CN(Cc2ccccc2Cl)C(=O)c2csnn2)cc1,-7,-2,.,-3.0,11,.,1,4
Cc1nc(CC(C)C)cc(C(=O)N2CCCC(CNS(=O)(=O)c3cccs3)C2)n1 (stereo not drawn),-7,.,.,-0.8,.,10,3,.
CC1C=NC(S(=O)(=O)N2CC[C@@H]3[C@H](CO)N(C)c4ccc(-c5ccccc5)cc4[C@@H]32)=N1 (stereo partly drawn),0,-3,0[16.7 µM],-1.4,25,3,-7,34
COc1ccc(CCNC(=O)c2ccc3ccccc3n2)cc1OC,43,6,-4,0.8,-2,.,2,-3
O=C(C[n+]1ccccc1)c1ccc(Cl)cc1,3,-10,-2,0.3,6,8,8,-1
COc1ccc(-c2noc(CCC(=O)NCCCN3CCN(c4ccc(F)cc4)CC3)n2)cc1,-17,0,-1,-1.2,-6,.,-6,-2
COc1cccc(NC(=O)C2(C)CCN2Cc2ccc(-c3ccccc3)o2)c1 (stereo not drawn),-15,-6,0,-2.3,-5,-7,-10,-1
COC(=O)CSc1nc2c(c(-c3ccc(C)o3)c1C#N)CCCC2,-17,-1,-2,.,-10,-4,3,-3
CCNC(=O)C1(C)CCCN1Cc1cccc(C(F)(F)F)c1 (stereo not drawn),44*,-2,.,-1.7,12,.,.,-1
COc1cc(CN2CCC(C(=O)N3CCCC(C)C3)CC2)cc(OC)c1O (stereo not drawn),24,.,5,.,13,-8,.,.
COc1ccc(-c2ncc(CN3CCC(CO)(Cc4cccc(OC)c4)CC3)cn2)cc1,-13,.,.,0.8,.,1,7,.
COCC(=O)Nc1ccc2c(c1)OC[C@@H](C)N(Cc1ccccc1F)C[C@@H](C)[C@H](OC)CN(C)C2=O,-22,1,-3[16.7 µM],0.5,21,16,-2,-4
O=C(CN1C(=O)/C(=C/c2ccccc2F)Sc2ccccc21)NCCCN1CCOCC1,10,-6,-7,1.0,-1,4,1,2
Cn1cc(S(=O)(=O)N2CCN(c3ccc(F)cc3)CC2)c(=O)n(C)c1=O,-4,-5,-3,2.0,-4,7,6,-2
COCC(=O)Nc1ccc2c(c1)C(=O)N(C)C[C@H](OC)[C@H](C)CN(C(=O)CC1CC1)[C@@H](C)CO2,10,1,-4[16.7 µM],-4.9,-3,8,2,1
CC(=O)c1c(-c2ccccc2)c2ccccc2[nH]c1=O,10,.,0,-1.5,.,.,-4,.
CCOc1ccccc1NS(=O)(=O)c1cc2c3c(c1)CC(=O)N3CCC2,15,0,-4,2.9,-13,-2,-21,-1
CCOC(=O)Cc1csc(NC(NC(=O)CC)(C(F)(F)F)C(F)(F)F)n1,.,8,-7,.,.,-13,.,1
Cc1noc(C)c1NC(=O)Nc1ccc2c(c1)C(=O)N([C@H](C)CO)C[C@H](C)[C@@H](CN(C)S(=O)(=O)c1cccs1)O2,31&-5,0&5,-5[16.7 µM],-0.1&-2.7,64&1,-3,3,-3&-3
COC(=O)c1ccccc1OC(=O)c1cccnc1,4,-1,-7,-3.3,15,0,.,0
COc1ccccc1NCc1nnc(-c2ccccc2)o1,-3,-2,0,2.9,-36,10,5,-1
CC(C)C(=O)Nc1ccc(C(=O)Nc2nnc(C(C)C)s2)cc1,0,-1,0,-1.3,-25,.,-10,2
CNC(=O)CN(C1CCCCC1)S(=O)(=O)c1ccc(F)cc1,12,3,-3,.,-13,-8,.,13
C[C@H]1CN([C@@H](C)CO)C(=O)c2cc(NC(=O)CCC(F)(F)F)ccc2O[C@H]1CN(C)Cc1ccc(C(=O)O)cc1,3,-5,-3[16.7 µM],0.1,-12,4,.,-2
Cc1ccc(N2C(=O)N3[C@H](c4ccc(F)cc4)[C@@H]4C(=O)N(C5CCCCC5)C(=O)[C@@H]4[C@]3(Cc3ccccc3)C2=O)cc1,19,-6,.,-1.3,30,.,-1,1
CC(=O)c1ccc(Oc2nc(-c3cccnc3)nc3ccccc23)cc1,-14,-7,-4,1.6,-20,.,8,1

# Other structures:
SMILES,GSIS activator,PglD inh,miR122 inh,CFTR F508del cor,C2C12 statin,PGC1a acetyl inh,FN deposit inh,Cneo AK release
Cc1cccc(N2CCN(c3ccc(NC(=O)/C=C\C(=O)O)cc3)CC2)c1,10,.,.,-2.3,.,-4,-12,.
COc1ccc(Nc2ccc([N+](=O)[O-])cc2[N+](=O)[O-])cc1,.,-2,3,-1.8,3,.,-3,-3
NC(=O)C1CCN(C(=O)COc2ccc3ccccc3c2Br)CC1,-17,-2,15,1.3,.,8,4,1
CCOC(OCC)c1cc2ccccc2cn1,-12,-2,.,0.5,18,.,-12,-2
Cc1ccccc1NS(=O)(=O)c1cc(C(=O)NCc2ccco2)ccc1C,-15,1,71,.,5,2,5,-2
COCCNC(=O)c1onc(CSc2cccc(OC)c2)c1C(=O)O,-1,-7,-3,0.5,2,6,-3,-2
COc1ccccc1CNC(=O)COC(=O)C1CCN(c2ccc(C(F)(F)F)cn2)CC1,-15,-1,-3,0.4,1,-7,0,1
Cc1ccc(CNc2ccc(N3CCOCC3)c(C(=O)O)c2)s1,.,-5,3,.,-10,0,.,0
O=C(Nc1ccccc1N1CCCC1)C1CCN(C(=O)c2ccc(Cl)cc2)CC1,-33,-1,-1,-1.2,30,-3,13,-2
C[C@H](CO)N1C[C@H](C)[C@@H](CN(C)Cc2ccc(-c3ccccc3)cc2)Oc2c(NC(=O)c3ccncc3)cccc2C1=O,-32&-24,-1&-1,13[16.7 µM],0.1&-2.1,-9&-25,-5,-8&-17,0&-8
N#Cc1nc(-c2ccco2)oc1N1CCC(Cc2ccccc2)CC1,.,4,16,.,11,-11,-26,4

# 5 neighbouring records from above, quoted:
SMILES,GSIS activator,PglD inh,miR122 inh,CFTR F508del cor,C2C12 statin,PGC1a acetyl inh,FN deposit inh,Cneo AK release
Cc1ccc(S(=O)(=O)N[C@H]2CC[C@H](CCn3cc(C4CCCC4)nn3)O[C@H]2CO)cc1,2,3,-5[16.7 µM],-1.9,-1,-13,0,3
CC(C)NC(=O)Nc1ccc2c(c1)CC(=O)N([C@@H](C)CO)C[C@@H](C)[C@H](CN(C)C(=O)Nc1ccc3c(c1)OCO3)O2,9,6,45[16.7 µM],2.8,10,10,.,85*
COCCn1c(C(F)(F)F)ccc(NC(=O)c2ccccc2)c1=O,14,2,-4,0.3,3,6,4,0
CCCNC(=O)Nc1ccc2c(c1)OC[C@H](C)N(C)C[C@H](C)[C@@H](OC)CN(C)C2=O,21,19,1[16.7 µM],.,-29,.,-5,-5
CCc1ccccc1N(C)C(=O)CCc1nc(-c2ccc(C)cc2)no1,.,-7,5,.,38,-12,.,1

# Source: PubChem BioAssay
